# D1 ag – activates the human D1 dopamine receptor. activation, % at 2 µM. HEK293 T-REx D1 cells, calcium flux, agonist mode. 360,000 tested, 1% active; in the data active = activation above about 30%; note: 0% is about no effect
#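 Agonism was scored from calcium flux recorded over 180 s (1 read/s) after pintool compound addition, following a 10-cycle baseline. Cells were inducible force-coupled HEK293 TREx D1, plated overnight at 30 C and loaded with no-wash calcium dye.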
# RXFP1 agonist – RXFP1 (human) receptor agonism; Q9HBX9; Potency, µM (titrated, usually from 57.5 µM), for the others: at the top dose activation, hits mostly activators; 370,000 tested, 0.3% active; HEK293T-RXFP1 cAMP TR-FRET, 30 min; response scale: percent of porcine relaxin response, buffer zero; AID 2676; note: potency is the fitted concentration of half-maximal effect; % is set by controls: 0 for no effect and ±100 for the full control effect; nearly all actives have a fitted effect of over 60% in size; many of its hits are not listed in these tables
#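 HEK293T cells stably expressing RXFP1 were pretreated with the PDE4 inhibitor Ro 20174, exposed to compounds for 30 min at 37C, lysed, and cAMP was read by TR-FRET. Data normalized to buffer (basal) and 29 nM porcine relaxin (100%).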
# TRHR ag – activates the human TRH receptor; P34981; TRHR cells, calcium flux fluo-8, FDSS agonist mode; activation, % at 2 µM; 360,000 tested, 0.18% active; AID 493084; in the data active = activation above about 30%; note: 0% is about no effect
# Target sequence (P34981 whole entry, looked up): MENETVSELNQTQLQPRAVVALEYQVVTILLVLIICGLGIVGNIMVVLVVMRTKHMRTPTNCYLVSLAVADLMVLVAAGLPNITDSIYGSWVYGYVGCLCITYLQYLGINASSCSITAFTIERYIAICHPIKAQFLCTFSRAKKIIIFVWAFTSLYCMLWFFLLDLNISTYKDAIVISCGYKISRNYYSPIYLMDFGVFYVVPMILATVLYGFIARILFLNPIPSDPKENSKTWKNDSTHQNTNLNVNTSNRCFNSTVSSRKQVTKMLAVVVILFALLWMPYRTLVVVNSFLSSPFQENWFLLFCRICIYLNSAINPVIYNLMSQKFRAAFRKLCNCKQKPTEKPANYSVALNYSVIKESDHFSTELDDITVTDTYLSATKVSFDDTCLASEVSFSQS
#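 In this calcium-flux screen, cells bearing human TRHR are dye-loaded with fluo-8, baselined for 10 cycles, then exposed to library compounds; positive kinetic calcium responses during the agonist phase mark hits, with TRH as control.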
# RXFP1 antag – antagonists of human relaxin receptor RXFP1; Q9HBX9; HEK293-RXFP1, relaxin-stimulated cAMP HTRF, 30 min; stronger effect = lower value; 350,000 tested, 0.59% active; activity change, negative = inhibition, % at 57.5 µM;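 active = activity change of -60% or lower, but not beyond a set lower limit; inconclusive = change between -60% and -40%, or beyond the set limit; inactive = change above -40%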; note: % is set by controls: 0 for no effect and ±100 for the full control effect
# Apoferritin bind – binds horse apoferritin like a general anesthetic. P02791. Potency, µM (series often up to 77.5 µM), for inactives: top-dose activity change, negative = displacement, actives largely listed as inhibitors. apoferritin/1-aminoanthracene competitive binding, fluorescence. 350,000 tested, 0.074% active; note: potency is the fitted concentration of half-maximal effect; % is set by controls: 0 for no effect and ±100 for the full control effect; nearly all actives have a fitted effect of over 20% in size
# Target sequence (P02791 2-175 limits assumed): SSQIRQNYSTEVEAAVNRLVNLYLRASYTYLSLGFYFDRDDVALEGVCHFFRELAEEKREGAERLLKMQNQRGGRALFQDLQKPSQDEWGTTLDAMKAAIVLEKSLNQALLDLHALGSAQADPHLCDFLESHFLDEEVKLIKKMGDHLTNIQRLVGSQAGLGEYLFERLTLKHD
#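 Read-out: endpoint 1-AMA fluorescence, excitation 380 nm and emission 535 nm, after compounds sit 10 min at room temperature with 10 uM horse-spleen apoferritin in 50% saturated 1-AMA/PBS. Values come from four-parameter Hill fits.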
# TRHR PAM – TRH receptor (human) allosteric enhancement; AID 493056; enhancement, % at 2 µM; TRHR cells, fluo-8 calcium fluorescence, EC20 TRH enhancement; 360,000 tested, 0.66% active; in the data active = enhancement above about 30%; note: 0% is about no effect
#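 TRHR-expressing cells loaded with fluo-8 calcium dye were read kinetically (ex 480/em 530) during compound addition, then stimulated with an EC20 of TRH (10 nM final). Enhancement of the Gq-mediated intracellular calcium response was scored.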
# D1 potentiator – potentiators of human D1 dopamine receptor; HEK293 TREx D1 cells, calcium flux, dopamine EC20 potentiation; P21728; AID 504651; 360,000 tested, 0.036% active; potentiation, % at 10 µM; in the data active = potentiation above about 30%; note: 0% is about no effect
# D2 potentiator – positively modulates the human D2 dopamine receptor allosterically; P14416; HEK293 T-REx D2, calcium flux, EC20 dopamine potentiation; potentiation, % at 10 µM; 340,000 tested, 0.34% active;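 active = potentiation over 3 SD above the plate norm, cut at about 30% in these data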; note: 0% is about no effect
# Target sequence (P14416 whole entry, looked up): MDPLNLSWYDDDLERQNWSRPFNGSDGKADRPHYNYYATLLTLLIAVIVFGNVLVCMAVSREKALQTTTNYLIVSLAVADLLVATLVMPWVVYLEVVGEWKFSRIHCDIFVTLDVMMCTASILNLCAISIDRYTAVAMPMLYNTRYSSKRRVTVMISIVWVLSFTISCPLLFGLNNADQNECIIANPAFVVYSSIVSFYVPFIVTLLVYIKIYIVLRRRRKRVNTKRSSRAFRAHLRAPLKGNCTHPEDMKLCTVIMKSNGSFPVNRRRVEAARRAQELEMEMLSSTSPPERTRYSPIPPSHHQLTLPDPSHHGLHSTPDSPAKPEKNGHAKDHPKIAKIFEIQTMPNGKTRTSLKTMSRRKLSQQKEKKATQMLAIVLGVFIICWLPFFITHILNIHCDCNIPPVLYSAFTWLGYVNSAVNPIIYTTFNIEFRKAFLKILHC
#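 Calcium flux readout, no-wash dye, 1 read/s. Inducible HEK293 Trex D2 line, overnight 30 C. Compound alone 180 s (agonist flags), then EC20 dopamine, another 180 s to score potentiation.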
# D1 antagonist – human D1 dopamine receptor antagonism; P21728; HEK293 TREx D1 cells, calcium flux, dopamine EC80; stronger effect = lower value; activity change, negative = inhibition, % at 10 µM; AID 504652; 360,000 tested, 3.2% active; in the data active = activity change below about -30%; note: % is set by controls: 0 for no effect and ±100 for the full control effect
#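 Inducible Hek293 Trex D1 cells (tetracycline, overnight, 30 C). Calcium dye 30–90 min RT. Antagonist mode: EC80 dopamine added after 180 s compound read.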
# * marks the source's active call; other numbers are inactive results; u = inconclusive; x = not tested or not shown; & = joins results of further samples. Unless noted, calls come from the whole dose curve; as a rule, active = well fitted curve in the direction sought with a large enough effect; inconclusive = small, poorly fitted or top-dose-only effect, or another doubt; inactive = no such curve, though single readings can be large; an effect the other way counts as inactive or inconclusive.
smiles	D1 ag	RXFP1 agonist	TRHR ag	RXFP1 antag	Apoferritin bind	TRHR PAM	D1 potentiator	D2 potentiator	D1 antagonist
COc1ccc(S(=O)(=O)NC(C)C(=O)NCCN2CCOCC2)cc1Cl (stereo unspecified)	1	0.9%	0.2	5	-4%	-6	x	-6	5
COc1ccc(Cl)cc1/C=C(\C#N)C(N)=O	4	-0.8%	0.1	-6	2%	2	2	7	-6
CC(=O)NCC1CCN(C(=O)C2CCC(=O)N(CCc3cccc(F)c3)C2)CC1 (stereo unspecified)	4	0.2%	0.0	-4	-2%	13	3	4	6
CNC(=S)N1CCN(C(=O)c2ccco2)CC1	4	-1.2%	-0.2	2	1%	-1	10	-4	-1
COc1ccc(CNC(=O)COC(=O)c2ccco2)cc1	2	2.0%	0.3	3	-7%	18	3	2	-2
CCOC(=O)c1c(NC(=O)Cc2cccs2)sc2c1CCCC2	8	-0.7%	1.3	-7	-16%	14	5	-2	10
Cc1ccccc1-c1ocnc1C(=O)Nc1ccccc1NC(=O)c1ccccn1	-1	-0.5%	-0.4	-14	-5%	-12	2	-19	-1
O=C(O)C1Cc2ccccc2CN1C(=O)COc1ccc(Br)cc1 (stereo unspecified)	2	1.8%	0.4	-16	-6%	-3	2	-1	-14
COc1cccc(NC(=O)CN(C)C(=O)c2cc(C)on2)c1	14	0.7%	-0.8	-5	x	7	-2	17	-1
CCN(CC)CCCNC(=O)CNC(=S)N(CCCN1CCOCC1)Cc1cccs1	4	-0.2%	0.1	-10	-5%	-2	-3	-6	-10
CCOC(=O)c1c(C)n(-c2ccccc2)c2ccc(OC(=O)c3cccc(C)c3)cc12	2	-0.6%	-0.1	-3	5%	8	-1	-2	14
CC(C)c1cc(NC(=O)CSc2nnc(-c3ccccc3F)n2C)on1	0	0.3%	-0.9	-11	u	9	4	9	7
C/C(=N\NC(=O)CN(c1ccccc1Br)S(C)(=O)=O)c1ccc2c(c1)OCCO2	4	0.1%	-0.3	-7	-2%	7	0	8	5
COc1ccc(N(C)S(=O)(=O)c2c(C)noc2C)c(OC)c1	0	-3.7%	2.3	18	-5%	0	-5	6	17
CCN1CCN(c2cc(C)c3cc(NC(=S)NCCCOC)ccc3n2)CC1	1	-0.2%	0.8	12	-6%	-1	-6	1	-17
CC(C)(C)OC(=O)N1CCC(c2c(C(=O)NCCN3CCc4ccccc4C3)cnn2-c2ccc(F)cc2F)CC1	0	-5.0%	0.5	u	-16%	23	-1	-3	9
COC(=O)c1ccc(CN2C(=O)NC(CC(C)C)C2=O)cc1 (stereo unspecified)	7	-0.4%	0.8	0	-12%	4	2	x	-32*
CN1CCN(C(=O)c2cc3ccccc3cc2O)CC1	2	-2.3%	0.3	5	x	-1	4	-6	12
Fc1ccc2c(c1)C1OCCCC1C(c1ccccc1)N2 (stereo unspecified)	0	3.1%	0.0	2	-10%	-3	-7	-8	10
O=C(CCN1C(=O)C2C3CCC(C3)C2C1=O)OCC(=O)c1ccccc1 (stereo unspecified)	4	-2.6%	0.5	-1	u	-3	5	-1	3
CSc1cccc(NC(=O)Cc2ccccc2[N+](=O)[O-])c1	0	3.7%	0.4	-9	u	0	7	-3	-5
CCn1c(=O)c2ccccc2n(CC(=O)NC2CCCCC2)c1=O	1	3.1%	-0.7	6	11%	-3	-6	-1	7
O=C(Nc1ccc2oc(-c3ccccc3F)nc2c1)c1ccc([N+](=O)[O-])o1	1	-0.2%	0.2	0	7%	1	-1	1	1
Cc1cc(-c2n[nH]c(=S)n2/N=C/C(Br)=C/c2ccccc2)n[nH]1	1	-1.2%	-0.5	-5	-7%	-6	13	11	13
Cc1ccc(NC(=O)Cn2c(=O)n(Cc3ccccc3)c(=O)c3c(C)c(C)sc32)c(C)c1	-1	2.3%	0.4	5	-2%	-11	1	16	-8
COc1ccc([N+](=O)[O-])cc1NC(=O)C(C)OC(=O)c1ccccn1 (stereo unspecified)	2	10%	-0.7	-14	-4%	-4	1	-7	9
CCN(CC(=O)NC1CCCC1)S(=O)(=O)c1ccc(C)cc1	1	-0.8%	0.2	0	8%	3	6	-3	11
CCOC(=O)N1CCC(NC(=O)CCc2cn(C)c3ccccc23)CC1	2	1.1%	-0.7	2	-8%	-2	1	-3	-2
O=C(c1c(F)cccc1F)N(Cc1cccs1)C1CCCC1	0	1.0%	-0.2	2	u	-3	4	1	1
CC(=O)c1ccc(NC(=O)COC(=O)c2c3c(nc4ccccc24)/C(=C\c2cccs2)CCC3)cc1	10	1.0%	0.6	-4	15%	2	1	-9	-7
CCOc1ccc2[nH]c(=O)c(CN(Cc3cccs3)C(CC)c3nnnn3C(C)(C)CC)cc2c1 (stereo unspecified)	3	0.4%	0.3	13	-13%	-4	6	-1	-2
CCOC(=O)N1CCC(NC(=O)c2ccc(CS(=O)c3cccc(Cl)c3)o2)CC1 (stereo unspecified)	0	1.2%	-0.6	-20	-5%	-4	-2	-15	-10
CC(=O)c1cccc(NC(=O)CSc2nc(=O)n(Cc3cccnc3)c3c2CCC3)c1	-3	4.2%	0.0	x	-3%	3	4	13	x
O=C(Nc1ccc2c(c1)OC1(CCCC1)O2)C1CC1	1	0.0%	0.0	6	-17%	-2	-7	-3	-6
COc1cccc(C(=O)Nc2ccccc2-c2nnc(-c3ccc(C(C)(C)C)cc3)o2)c1	0	0.2%	-0.1	x	1%	3	-3	1	16
Cc1cccc(CNS(=O)(=O)c2ccc3[nH]c(=O)ccc3c2)c1	3	11%	0.4	x	-6%	-1	-6	9	-5
Cc1c(C(=O)N2CCCCC2)c(S(=O)(=O)NCCc2ccccc2)c(C)n1C	1	-0.5%	-0.2	-7	-7%	-14	1	4	0
Cc1ccc(C(=O)NC(=S)Nc2ccc(S(=O)(=O)N3CCN(C)CC3)cc2)cc1	7	0.9%	-0.3	x	u	-3	-17	-5	-56*
CCOc1ccc(CC(=O)NCCc2csc(-c3ccc(C(F)(F)F)cc3)n2)cc1	1	0.2%	-0.6	x	8%	2	-3	-6	-11
COc1ccccc1NC(=O)CN1C(=O)C(C)(C)c2ccccc21	1	2.7%	0.2	2	5%	-4	-5	8	4
O=c1c(-c2nnc(SCc3ccc(Cl)cc3)o2)cccn1Cc1ccccc1	3	5.5%	-0.3	18	-19%	3	-4	13	-13
COc1ccc(-c2nc3cnccn3c2NCc2ccccc2)cc1SC1CCCCC1	6	15%	1.9	x	x	1	-1	x	-12
Cc1ccc(NC(=O)CCS(=O)(=O)c2ccc3c(c2)oc(=O)n3C)c(Br)c1	-1	-0.6%	-0.4	-3	6%	-3	-3	-5	-1
CCCC(=O)NC1C2CC3CC(C2)CC1C3 (stereo unspecified)	1	-1.2%	1.2	8	-17%	51*	1	6	-8
CC(OC(=O)Cn1cc(C(F)(F)F)ccc1=O)C(=O)NC(C)c1ccc(Cl)cc1Cl (stereo unspecified)	2	-0.1%	-1.0	1	x	7	-6	-8	-1
COCCNC(=O)CSc1nc(-c2ccc(C)cc2)[nH]c1-c1ccc(OC)cc1	5	-2.8%	-0.3	-31	-19%	-4	-3	-19	4
COc1ccccc1S(=O)(=O)Cc1ccc(C(=O)NCc2ccc(C)cc2)o1	1	-1.2%	-0.6	21	3%	1	-11	11	-23
COC(=O)c1ccc(C2C(C(=O)Nc3ccc(C)cc3C)=C(C)Nc3ncnn32)cc1 (stereo unspecified)	0	0.8%	-0.7	x	-4%	4	-4	-8	-18
COc1ccc(Nc2ccnc3ccccc23)cc1	14	0.1%	-0.2	-4	-14%	10	-8	x	-43*
COc1ccc(C(=O)Nc2cccc(S(C)(=O)=O)c2)cc1OC	1	2.7%	0.0	-11	-7%	3	-6	2	-15
CC(=O)c1cccc(NC(=O)Nc2cccs2)c1	16	-0.2%	0.1	-7	-5%	1	-5	-4	1
COc1ccc(-c2cn3nc(N4CCCC(C(=O)NCc5ccccc5OC)C4)sc3n2)cc1 (stereo unspecified)	-2	2.9%	0.0	-11	-11%	8	6	-11	10
O=c1cc(CO)oc(CN2CCN(c3ccccc3F)CC2)c1O	2	3.0%	-0.3	-11	-12%	-3	-5	-5	8
Cc1cc(C)cc(-n2ccnc2SCC(=O)Nc2nnc(C)s2)c1	1	1.8%	-0.2	x	-8%	-3	1	-6	-22
CC(=O)NC(c1cc(F)c2cccnc2c1O)C1CC1 (stereo unspecified)	7&3	0.1%&0.3%	0.2&-0.9	x	x	5&-3	4&6	10	6
c1ccc2c(c1)Cn1c-2nc2ccccc21	-4	-0.1%	-1.2	-3	4%	-2	-1	3	6
COc1cc(/C=C(\NC(C)=O)C(=O)NC(C)(C)C)ccc1OC(C)=O	1	0.6%	2.4	x	3%	2	3	11	7
Cc1cccnc1NC(=O)c1cccc(S(=O)(=O)NCc2ccccc2)c1	4	-0.8%	0.2	5	x	-2	-1	10	1
Cc1cc(C)c(C(CC(=O)c2cccs2)C(C#N)C#N)c(C)c1 (stereo unspecified)	1	-0.5%	0.4	-11	-16%	-2	-5	x	2
Cc1cccc(NC(=O)C2CCCN2S(=O)(=O)c2ccc(Cl)cc2)n1 (stereo unspecified)	0	0.0%	-0.8	-3	-12%	-5	-5	7	5
COc1ccc(NC(=O)CCN2CCN(CCO)CC2)c(OC)c1	0	0.4%	-2.0	-1	-4%	10	-3	9	-1
CCC(=O)NCC(c1ccco1)N1CCN(c2ccc(OC)cc2)CC1 (stereo unspecified)	3	-1.2%	0.6	28	-4%	-4	-4	11	19
Cn1c(=O)c2c(nc(Oc3ccc4c(c3)OCO4)n2Cc2ccc(Cl)cc2)n(C)c1=O	-1	1.4%	-0.3	10	4%	-4	-3	12	6

# Full records, quoted from the list:
# Profile of COc1ccc(-c2cn3nc(N4CCCC(C(=O)NCc5ccccc5OC)C4)sc3n2)cc1 (stereo unspecified) → D1 ag = -2; RXFP1 agonist = 2.9%; TRHR ag = 0.0; RXFP1 antag = -11; Apoferritin bind = -11%; TRHR PAM = 8; D1 potentiator = 6; D2 potentiator = -11; D1 antagonist = 10
# Profile of COc1ccc(C(=O)Nc2cccc(S(C)(=O)=O)c2)cc1OC → D1 ag = 1; RXFP1 agonist = 2.7%; TRHR ag = 0.0; RXFP1 antag = -11; Apoferritin bind = -7%; TRHR PAM = 3; D1 potentiator = -6; D2 potentiator = 2; D1 antagonist = -15

# Compound activity deposited in PubChem by National Center for Advancing Translational Sciences (NCATS).

# Some of the compounds tested, so the mix of outcomes need not match the whole.
